Screens as filed in PubChem.
EP2 antag = inhibitors of human EP2 prostaglandin E2 receptor; C6 glioma cells expressing human EP2, cAMP TR-FRET; cells stimulated with saturating PGE2; inhibition, % at 25 µM; actives 0.52% (n = 260,000); AID 1422;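 active = percent inhibition above 40 after rounding to a whole number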;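 note: rat C6 glioma host cells with rolipram phosphodiesterase inhibitor present; the protocol text gives 20 µM as final concentration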
Target sequence (P43116 whole entry, looked up): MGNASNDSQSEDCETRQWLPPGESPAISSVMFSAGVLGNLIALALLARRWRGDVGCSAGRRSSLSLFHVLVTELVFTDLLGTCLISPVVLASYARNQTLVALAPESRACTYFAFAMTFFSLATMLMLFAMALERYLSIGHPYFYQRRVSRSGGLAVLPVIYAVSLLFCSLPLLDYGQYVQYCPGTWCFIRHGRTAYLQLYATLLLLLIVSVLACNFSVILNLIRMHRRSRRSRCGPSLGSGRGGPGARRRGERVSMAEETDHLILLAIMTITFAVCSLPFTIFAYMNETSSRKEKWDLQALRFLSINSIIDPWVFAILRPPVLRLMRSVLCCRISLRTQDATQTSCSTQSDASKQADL
Starred values were filed as active, the others as inactive. An excerpt (hit frequency here may not be typical).

SMILES	EP2 antag
COc1ccc(Br)cc1/C=C/C(=O)NCC1(c2ccccc2)CCOCC1	10
C=C[C@@](C)(O)CCC1C(=C)CCC2[C@@](C)(CO)CCC[C@]12C (some centres not stated)	16
Nc1nnc(CCS(=O)(=O)c2ccc(Cl)c(Cl)c2)s1	11
COc1ccccc1OCC(O)Cn1c(=N)n(CCN2CCOCC2)c2ccccc21 (configuration not stated)	9
COCCn1c(SCC(=O)Nc2cc(Cl)ccc2OC)nc2ccccc2c1=O	6
CN(C)c1nc2ncnc(N)c2[nH]1	6
CC(=O)N1C(C(=O)O)Cc2c([nH]c3ccccc23)C1(C)C (configuration not stated)	6
Cc1ccc(CCCC(=O)O)cc1C	9
COc1cccc(NC(=O)N2CCC(c3nc4ccccc4[nH]3)CC2)c1	7
CC(C)=CCC/C(C)=C/CC/C(C)=C/CC/C(C)=C/CC/C(C)=C/CC/C(C)=C/CC/C(C)=C/CC/C(C)=C/CC/C(C)=C/CO	8

Individual results from the results shown.
Result of Cc1ccc(CCCC(=O)O)cc1C under EP2 antag: 9
Result of CC(C)=CCC/C(C)=C/CC/C(C)=C/CC/C(C)=C/CC/C(C)=C/CC/C(C)=C/CC/C(C)=C/CC/C(C)=C/CC/C(C)=C/CO under EP2 antag: 8
Result of COc1cccc(NC(=O)N2CCC(c3nc4ccccc4[nH]3)CC2)c1 under EP2 antag: 7

The list continues:
SMILES	EP2 antag
Cc1cccc(OCC(=O)Nc2ccc(N3CCN(C)CC3)cc2)c1	15
CCCC(C)C(=O)Nc1nnc(C(C)(C)C)s1 (configuration not stated)	17
O=C(Cn1nnc(-c2ccccc2NC(=O)C23CC4CC(CC(C4)C2)C3)n1)NC1CCCC1	12
Cc1ccc2cc(CN(C(=O)Nc3ccccc3F)C3CCCCC3)c(=O)[nH]c2c1C	13
O=C(CSc1ncccn1)Nc1ncc(Cc2cccc(C(F)(F)F)c2)s1	7
O=c1[nH]c(N2CCCC2)nc2c1CCN(Cc1ccc(F)c(F)c1)C2	6
O=C(C[N+]12CN3CN(CN(C3)C1)C2)c1ccc(-c2ccccc2)cc1	58*
CCOC(=O)Cn1nnc(-c2ccc(C)cc2)n1	13
CC(C)(C)NC(=O)C1CC(c2ccccc2O)=NO1 (configuration not stated)	8
O=C(/C=C/c1ccc(-c2nc3ccccc3s2)o1)c1ccco1	10
C#CCOc1ccc2ccccc2c1C(c1c(C)[nH][nH]c1=O)c1c(C)[nH][nH]c1=O	9
CCc1ccc2nc(SCC(=O)Nc3ccc(OC)cc3OC)c(C#N)cc2c1	10
CCCOC(=O)C(C)Nc1n[nH]c(=S)[nH]c1=O (configuration not stated)	86*
CCCC(=O)Nc1sc2c(c1C(N)=O)CCC(C)C2 (configuration not stated)	11
CCc1nn(CC(=O)N2CCCC2)c(=O)c2cc3oc(C)cc3n12	6
COc1ccc(CCn2nnnc2CN2CCN(c3ccccc3)CC2)cc1OC	6
CN1CCN(C(c2ccc3ncccc3c2)c2nnnn2C(C)(C)C)CC1 (configuration not stated)	9
CCn1c(Cn2nnc(-c3ccccc3)n2)nnc1SCC(=O)Nc1cccc(OC)c1	10
CC1CCc2c(sc3nc(SCC(=O)NC(C)(C)C)[nH]c(=O)c23)C1 (configuration not stated)	12
COC(=O)c1sc(NC(=O)c2cc(OC)cc(OC)c2)c(C#N)c1C	12
CC(C)(C)CC(C)(C)c1ccc(O)c(C[N+](C)(C)[O-])c1	9
CCOc1ccc(-n2c(SCC(=O)Nc3ccccc3F)nnc2-c2cccnc2)cc1	13
NS(=O)(=O)c1ccc(NC(=O)COc2ccc(S(=O)(=O)N3CCCC3)cc2)cc1	11
COC(=O)C1=C(COc2ccccc2)NC(=O)NC1c1ccc2ccccc2c1 (configuration not stated)	19
CC1Cc2cc(C(O)CN3CCN(c4ccc5c(c4)OCCO5)CC3)ccc2O1 (configuration not stated)	1
CCOc1ccc(NC(=O)CSc2nnc3c(n2)[nH]c2ccc(OC)cc23)cc1	4
Cc1ccc(C)c(NC(=O)CCN2CCN(C)CC2)c1	6
c1ccc(-c2nnn(CCN3CCCCC3)n2)cc1	14
Cc1cc2c(cc(C(=O)OC(C(=O)NC(C)(C)C)c3ccccn3)n2C)o1 (configuration not stated)	21
O=C1c2ccccc2S(=O)(=O)c2cc(C(=O)N3CCN(c4ncccn4)CC3)ccc21	11
CCn1c(SCC(=O)Nc2cccc(OC)c2)nnc1-c1ccco1	4
CN(C)CC(CN(C)C)c1ccccn1	9
CCOC(=O)c1c(NC(=O)CCCl)sc(C(=O)OC)c1C	17
Cc1nn(CC(=O)N(Cc2ccccn2)C2CC2)c(=O)c2cc3occc3n12	9
NCCCC[C@H]1CN=C(N)N1CCc1cccc2ccccc12	3
CCOC(=O)c1c(-c2ccccc2)c2oc3ccc(Cl)cc3c2[nH]c1=O	17
CC(Sc1nnc(-c2cccnc2)n1-c1ccccc1)C(=O)Nc1cccc2ccccc12 (configuration not stated)	14
Cc1nn(C)cc1S(=O)(=O)NCc1nc2ccccc2n1C	4
COc1ccc(C(=O)C[N+]2=C(C)c3ccccc3CC2)cc1	8
COc1ccc2c(c1)cc(C)c1nn(CC(=O)Nc3cccc(C(C)=O)c3)c(=O)n12	2
Cc1nc(C)c(-c2csc(Nc3ccccc3C)n2)s1	9
Cc1sc2ncn(CC(=O)OC(C)C)c(=O)c2c1-c1ccc(F)cc1	11
C=CCNc1nc(N2CCCCC2)nc(N2CCCCC2)n1	9
Cc1nn(-c2ccccc2)c2[nH]c(=O)c(CNc3ccc4ncccc4c3)cc12	7
O[C@@H]([C@H](O)[C@H](O)CBr)[C@H](O)CBr	16
COc1ccccc1-n1c(SCC(=O)N2CCCC(C)C2)nnc1-c1ccncc1 (configuration not stated)	6
CN(C)c1nc2nonc2nc1N	18
COc1ccc(-c2cc(-c3cccs3)c(C#N)c(SCC(N)=O)n2)cc1	6
CCOc1cccc(/C(O)=C2/C(=O)C(=O)N(CCCn3ccnc3)C2c2ccncc2)c1 (configuration not stated)	11
COc1ccc(OC)c(-c2csc(NC(=O)c3ccc(F)cc3)n2)c1	8
More results
SMILES	EP2 antag
COc1ccc2[nH]c(CN3CCC(O)(c4ccc(C)cc4)CC3)c(C)c2c1	6
C=C(C)Cn1c(N2CCCCC2C)nc2c1c(=O)[nH]c(=O)n2C (configuration not stated)	14
COc1ccnc(Cn2nc(C)c3cccn3c2=O)c1OC	6
COc1cc2cc(CN(Cc3cccnc3)Cc3nnnn3C3CCCCC3)c(=O)[nH]c2cc1OC	15
CCOC(=O)Cc1[nH]nc2c1C(c1ccc(Cl)cc1)C(C#N)=C(N)O2 (configuration not stated)	5
CC1(C(=O)Nc2cccc(Cl)c2)Cc2ccccc2C(=O)O1 (configuration not stated)	11
COC(=O)/C=C/c1cc(F)ccc1S(=O)(=O)NC(C)(C)C	1
COc1ccc(CN2CCN(C(=O)c3c(OC)cccc3OC)CC2)c(OC)c1OC	6
COC(=O)C1[C@H]2C[C@H]3c4[nH]c5ccccc5c4CCN3C[C@@H]2CC[C@@H]1O (some centres not stated)	18
CS(=O)(=O)N(CC(=O)Nc1ccc2c(c1)OCCO2)c1ccc(Cl)c(Cl)c1	6
Cc1ccc(F)cc1NC(=O)c1nc2ncccn2n1	6
CCn1nnc(NC(=O)COc2ccc(C(C)C)cc2)n1	8
CC(=O)N1CCc2cc(C(O)CN3CCC(O)(c4ccc(F)cc4)CC3)ccc21 (configuration not stated)	9
C=C(C)CSc1nc2c(c(=O)n(C)c(=O)n2C)n1CCCc1ccccc1	8
COCCNC(=O)c1cn2ccc(C)cc2n1	14
CCOC(=O)C(=O)Nc1sc(C(=O)Nc2ccc(F)cc2)c(C)c1C(=O)OC	12
Cc1ccc(N(CC(=O)Nc2cccnc2)S(C)(=O)=O)cc1	10
Cc1cccc(C)c1NC(=O)CSc1nnc(-c2ccco2)n1C	12
Cn1c(=O)c2[nH]c(CCS)nc2n(C)c1=O	13
CCc1ccccc1-n1c(SCC(=O)N2CCCCC2)nnc1-c1cccnc1	8

Part of the list above in order of heavy-atom count, falling:
SMILES	EP2 antag
CCc1ccccc1-n1c(SCC(=O)N2CCCCC2)nnc1-c1cccnc1	8
CCOC(=O)C(=O)Nc1sc(C(=O)Nc2ccc(F)cc2)c(C)c1C(=O)OC	12
C=C(C)CSc1nc2c(c(=O)n(C)c(=O)n2C)n1CCCc1ccccc1	8
Cc1ccc(F)cc1NC(=O)c1nc2ncccn2n1	6
Cn1c(=O)c2[nH]c(CCS)nc2n(C)c1=O	13

The listing continues.
SMILES	EP2 antag
O=C(c1ccc2c(c1)OCO2)N1CCC(Nc2nc3c(c(=O)[nH]2)CCC3)CC1	8
CC(=O)N(Cc1cc2ccc(C)cc2n2nnnc12)C1CCCCC1	3
COc1cccc(-n2c(SCC(=O)Nc3cccc(C)c3C)nnc2-c2ccccn2)c1	7
COC(=O)C1=C(C)NC(=O)/C1=C\c1ccc(C(C)C)cc1	12
C=CCOc1ccc(C=C2C(=O)NC(=O)NC2=O)cc1	10
Cc1sc(-c2cc3ccccc3oc2=O)nc1-c1ccccc1	7
OC1(c2ccccc2F)CCN(Cc2ccnc(N3CCCC3)n2)CC1	10
COc1ccc(S(=O)(=O)N(CCc2ccccc2)Cc2cc3cccc(C)c3[nH]c2=O)cc1	15
C=CCOc1ccc(/C=C\c2nc(O)c([N+](=O)[O-])c(=O)[nH]2)cc1OCC	12
COc1ccccc1NC(=O)c1ccc(CSc2nc(C)cc(C)n2)cc1	11
CCC(C)(C)n1nnnc1C(c1cc2cc(C)ccc2[nH]c1=O)N1CCSCC1 (configuration not stated)	3
C=C(C)Cn1c(SC/C=C/C)nc2c1c(=O)[nH]c(=O)n2C	5
Cc1sc(NC(=O)CN2CCOCC2)nc1-c1ccc2c(c1)CCN2S(C)(=O)=O	7
Nc1ccc(CN2CCCCC2)cc1	16
N#C[C@H](C(=O)O)C(c1c(Cl)cccc1Cl)[C@H](C#N)C(=O)O	8
CN1C(=O)c2cccc3c(S(=O)(=O)NCCCC(=O)O)ccc1c23	8
COc1ccc([C@@H](Nc2ncccn2)c2cc3c(cc2O)OCO3)cc1	53*
C#CC(=O)N(c1cnc2ccccc2c1)C(C(=O)NC1CCCCC1)c1ccc(F)cc1 (configuration not stated)	17
Cn1c(SCC(=O)Nc2ccccc2F)nnc1-c1cccs1	7
CCOC(=O)CNC(=O)CSc1nc(C(C)C)nc2c1cnn2-c1ccccc1	7

Shown field by field: four of the compounds above.
CN1C(=O)c2cccc3c(S(=O)(=O)NCCCC(=O)O)ccc1c23
  EP2 antag: 8

C=C(C)Cn1c(SC/C=C/C)nc2c1c(=O)[nH]c(=O)n2C
  EP2 antag: 5

Nc1ccc(CN2CCCCC2)cc1
  EP2 antag: 16

Cn1c(SCC(=O)Nc2ccccc2F)nnc1-c1cccs1
  EP2 antag: 7

Next part.
SMILES	EP2 antag
CC1(C)S[C@@H]2[C@H](NC(=O)[C@H](NC(=O)N3CCNC3=O)c3ccccc3)C(=O)N2C1C(=O)O (some centres not stated)	9
COc1ccc2c(c1)C=C(CN1CCc3c(nc(C)[nH]c3=O)C1)CO2	7
O=C(COc1ccc2ccccc2c1)NCc1ccc2c(c1)OCO2	20
CC(C)(C)OC(=O)NCCCC1=CC2=CC(=O)C(C)(OC(=O)c3ccc(Cl)nc3)C(=O)C2=CO1 (configuration not stated)	15
CCC(=O)Nc1ccc(NC(=O)CSc2nnnn2-c2cccc(OC)c2)cc1	10
C=CCn1c(=O)c(C(=O)Nc2ncccc2O)c(O)c2ccccc21	9
O=C(c1c[nH]c2ccccc12)C1CCCCC1	10
CCOc1cc(CCC(=O)N2CCc3onc(-c4cccc(OC)c4)c3C2)on1	7
COc1ccc(/C(O)=C2/C(=O)C(=O)NC2c2ccc(Cl)cc2)cc1OC (configuration not stated)	14
O=C(NCCn1nc(-c2ccco2)ccc1=O)C1CCCCC1	8
Cc1cc(-c2cc(N)c(=O)n(CC(=O)Nc3ccc4c(c3)OCO4)n2)c(C)o1	9
Cn1c(SCC(=O)NC2CCCCC2)nnc1-c1cc2ccccc2cc1O	10
Cc1cc(C)c2oc(-c3ccc(NC(=O)c4ccncc4)cc3O)nc2c1	8
Cc1ccc(O)c(CN(CCCn2ccnc2)Cc2ccccc2C)c1	8
N[C@@H](CCC(=O)N[C@@H](CCSC(CC(=O)O)C(=O)O)C(=O)NCC(=O)O)C(=O)O (some centres not stated)	11
Cc1cc2ccc(OC(=O)c3ccc(N=C(N)N)cc3)cc2oc1=O	116*
O=C(CSc1ncccn1)NCCC1=CCCCC1	7
CCOc1ccc(NC(=O)CSc2ncnc3scc(-c4ccccc4)c23)cc1	9
O=C1C=C(N2CCOCC2)CO1	7
Cc1sc2ncn(CC(=O)N3CCCCC3)c(=O)c2c1-c1ccc(Cl)cc1	6
COc1ccc(NC2=NCC(=O)N2c2ccccc2)cc1	6
O=C(O)C1=C[C@H](C2CC2)C[C@H](OCc2ccc(CO)cc2)O1	13
NC(=O)CSc1nc(-c2ccc(F)cc2)cs1	15
CN1CCc2nc(SCc3ccc(Cl)c(Cl)c3)c(C#N)cc2C1	6
Cc1cccc2cc(CN(C3CCCC3)C(c3nnnn3CCc3ccccc3)C(C)C)c(=O)[nH]c12 (configuration not stated)	12
CSc1nc(-c2ccco2)nn1C(C)=O	9
Cc1nc(C)n(C(C)CC(=O)NC(C)Cn2nc3c(C)cc4ccccc4n3c2=O)n1 (configuration not stated)	5
CCCC(=O)Nc1nnc(C(C)C)s1	5
CCc1nnc(NC(=O)CSc2nc3sc(C)c(C)c3c(=O)n2-c2ccccc2)s1	6
CCN1CC23C=CC(O2)C(C(=O)NC2(c4ccc(F)cc4)CCCC2)C3C1=O (configuration not stated)	4
COc1cccc(NC(=O)c2sc(NC(=O)C3CC3)nc2C)c1	12
COC(=O)c1c(NC(=O)Cc2cccs2)sc(C(=O)Nc2cccc(OC)c2)c1C	9
Fc1ccc(Cc2nc(C3CCCN3)n[nH]2)cc1 (configuration not stated)	3
CCn1cc(S(=O)(=O)NCC(c2ccc3c(c2)OCO3)N(C)C)cn1 (configuration not stated)	7
NNC(=O)C1CCN(S(=O)(=O)c2ccccc2N)CC1	11
